Bioassay records: PubChem, National Center for Advancing Translational Sciences (NCATS)
AID inh: blocks human AID cytidine deaminase activity; Q9GZX7; AID deamination FRET fluorescence, UDG-coupled, 4 h; Potency, µM (highest dose often 115 µM), for inactives: at the top dose activity change, negative = inhibition, usual class: inhibitors; hit rate 0.32% among 91,000; further: nearly all actives have a fitted effect of over 25% in size
Target sequence (Q9GZX7 whole entry, looked up): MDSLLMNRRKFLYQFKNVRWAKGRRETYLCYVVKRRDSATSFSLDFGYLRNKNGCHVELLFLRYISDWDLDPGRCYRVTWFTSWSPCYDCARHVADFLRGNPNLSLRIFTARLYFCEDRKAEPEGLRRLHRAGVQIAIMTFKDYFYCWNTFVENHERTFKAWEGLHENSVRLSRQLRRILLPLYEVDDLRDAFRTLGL
UDG counter: UDG inhibition counter-screen; FRET deamination/UDG coupled assay, UDG read, 4 h; Potency, µM (highest dose often 115 µM), for the others: at the top dose activity change, negative = inhibition, most hits filed as inhibitors; hit rate 0.14% among 91,000; AID 1347430; further: nearly all actives have a fitted effect of over 65% in size
* = called active by the depositor; ? = inconclusive; & = joins results of further samples; [ ] = another dose, or the depositor's remark. The call rests on the fitted dose curve; in most records, active means well fitted curve in the direction sought with a large enough effect; inconclusive means small, poorly fitted or top-dose-only effect, or another doubt; inactive means no such curve, though single readings can be large; an effect the other way counts as inactive or inconclusive. On the % scale 0 is the no-effect control and ±100 the full control effect; potency means the concentration at half of the fitted maximal effect. These rows are one share of the data; rates above refer to the full screens.

mol,UDG counter,AID inh
Cc1ccc2nc(CSc3nnc(NC(=O)COc4ccccc4F)s3)cc(=O)n2c1,5%,35%[activator]
Cc1ccc(COC(=O)c2ccccc2C(=O)c2ccc(Cl)cc2)cc1,-3%,0%
COc1ccc(C(=O)/C=C/c2ccccc2Cl)cc1CSCC(=O)O,-4%,-2%
COc1ccc(CNS(=O)(=O)c2cc3c(cc2Cl)N(C(C)=O)CCO3)cc1,1%,12%
Cc1cc(OCC(=O)Nc2ncn[nH]2)c(C)c(C)c1Br,12%,15%
O=C(NCc1ccccc1Cl)c1ccc(NC(=O)N2CCSc3ncccc32)cc1,-16%,8%
CCOc1cc(C2c3c(-c4ccc(Br)cc4)n[nH]c3C(=O)N2c2ccc(Cl)cc2)ccc1O (stereo not drawn),5%,-1%
CCCSCCCNC(=O)CN1C(=O)COc2ccc(S(=O)(=O)N3CCCC3)cc21,4%,-5%
Cc1ccc(S(=O)(=O)Oc2c(C)occc2=O)cc1,-1%,0%
Fc1cccc(CNCCN2CCCC2)c1,-7%,-8%
CC(=O)Nc1ccc(NC(=O)c2cc(-c3cccs3)nc3ccccc23)cc1,5%,2%
O=C(NCCCN1CCN(c2ccccc2)CC1)c1ccc2nc(Cc3ccccc3)oc2c1,-15%,-9%
CC(C)(C)C(=O)COc1cccc(S(C)(=O)=O)c1,-5%,0%
Cc1cccc(Cn2c(CN3CCC(C(=O)NC(C)C)CC3)cc3ccccc32)c1,-19%[57.5 µM],?
CC(C)n1nc(C(=O)Nc2nc3c(s2)CN(C)CC3)c2ccccc2c1=O,1%,3%
CCOC(=O)c1cnc2ccc(OCC)cc2c1N1CCN(c2cccc(Cl)c2)CC1,-12%[57.5 µM],?
N#Cc1c(NC(=O)CN2CCNC(=O)C2)sc2c1CCCCC2,0%,-2%
Cc1cc(Cl)ccc1OCC(=O)OCC(=O)c1ccc(Cl)cc1,-2%,23%
COc1nc(C(=O)NCC(=O)NC(C)(C)C)cc2ccccc12,2%,-3%
CCOc1ccc(CCNC(=O)Cn2ncn3c(cc4sc(C)cc43)c2=O)cc1OCC,-6%,9%
Cc1ccccc1C(=O)Nc1ccccc1OCc1cc(=O)n2ccccc2n1,6%,12%
CC(=O)N1CCc2cc(CNS(=O)(=O)c3ccc(C(C)(C)C)cc3)ccc21,7%[57.5 µM],-2%
COC(=O)c1ccc(/C=C(/C#N)C(=O)Nc2cccc(OC)c2)cc1,-2%,3%
O=c1cc(CN2CCN(CCO)CC2)c2cc(O)c(-c3ccccc3)cc2o1,-8%&-21%,-6%&5%
CC1=C(C#N)C(c2cc(Cl)ccc2OC(F)F)C(C#N)=C(C)N1,-11%,-10%
Cc1ccc(C)c(CNC(=O)c2ccc3c(c2)nc2n3CCCCC2)c1,-4%,-11%
COc1ccc(OC)c(CNC(=O)c2nn(C)c3c2CSc2ccccc2-3)c1,-5%[57.5 µM],?
COc1ccc(CNc2nc3c(S(=O)(=O)c4ccccc4)nnn3c3ccc(Cl)cc23)cc1,-4%,-14%
CCN1CCN(c2oc(-c3cccs3)nc2C#N)CC1,4%,2%
Cc1csc(/C(C#N)=C\c2ccc(OC(F)(F)F)cc2)n1,-5%,-8%
COc1ccccc1CNc1ccc(-c2nc(C)no2)cc1[N+](=O)[O-],-16%,-25%
CC(C)(C)C(=O)NC12CC3CC(CC(C3)C1)C2,-10%,-17%
COc1cccc(CN(C(=O)c2oc3ccccc3c2C)C2CCS(=O)(=O)C2)c1 (stereo not drawn),?,?
CC(=O)Nc1ccc(NC(=S)NC(=O)c2ccc(Cl)cc2)cc1,0%,5%
Cc1ccc2c(=O)cc(C(=O)Nc3cccc(C(F)(F)F)c3)oc2c1,7%,1%
CCOc1ccc(NC(=O)CSC2=Nc3ccccc3C3=NC(CCC(=O)NCc4ccco4)C(=O)N23)cc1 (stereo not drawn),-2%,5%
CCOC(=O)c1ncn2c1CN(C)C(=O)c1cc(F)ccc1-2,1%,4%
COc1cc(C2NC(=O)NC(C)=C2C(=O)OCC(F)(F)F)ccc1O (stereo not drawn),0%,-2%
CCN(Cc1nc2ccccc2c(=O)[nH]1)Cc1cc(=O)oc2cc(C)c(C)cc12,7%,-3%
CCc1ccc(OCC(=O)N(Cc2cccs2)c2ccc(Cl)cc2)cc1,-11%,?
O=C(Nc1c(C(=O)c2ccccc2)oc2ccccc12)c1cc(=O)c2ccccc2o1,-9%,4%
Cc1cccc(OCCCSc2nc(-c3ccc(C(C)(C)C)cc3)nc3cc(=O)[nH]n23)c1C,-21%,?
CCOc1ccccc1C(=O)Nc1ccc(C(F)(F)F)oc1=O,6%,1%
CCc1ccc(OCC(=O)NC(Cc2c[nH]c3ccccc23)C(=O)O)cc1 (stereo not drawn),23%,4%
CCOC(=O)c1cc(-c2ccc(OC)cc2)n(CCC(=O)Nc2nc3ccc(OCC)cc3s2)c1C,-3%[57.5 µM],?
Cc1ccc(CNC(=O)CCS(=O)(=O)c2cc3c4c(c2)CCN4C(=O)CC3)cc1,6%,-3%
COc1ccc(-c2cc(C(=O)Nc3c(C)n(C)n(-c4ccccc4)c3=O)no2)cc1,0%,3%
CCCCCCOc1ccc(-c2ccc(C(=O)O)cc2)cc1,-7%,-3%
CSc1ccc(C2c3c(oc4cc(C)cc(C)c4c3=O)C(=O)N2Cc2ccco2)cc1 (stereo not drawn),2%,2%
O=C(COC(=O)C1CC2CCCC(C1)C2=O)Nc1ccc(C(F)(F)F)cc1[N+](=O)[O-] (stereo not drawn),-14%,-13%
O=C(COC(=O)c1ccccc1[N+](=O)[O-])c1ccc(F)cc1,-4%,26%
CC(CNC(=O)NCc1ccco1)N1CCOCC1 (stereo not drawn),4%,0%
CCOc1cccc2c1N[C@@H](c1ccc(C(=O)O)cc1)[C@H]1CC=C[C@@H]21,53%[activator],335%[activator]
O=C(NC1CCCCC1)c1cc(-c2ccc(Br)cc2)nc2ccccc12,-5%,0%
CCOC(=O)C1CCC(CN(Cc2ccc(OC)cc2)S(=O)(=O)c2ccc(F)c(C(=O)Nc3ccc(C)c(C)c3)c2)CC1 (stereo not drawn),22%,-16%
CCOC(=O)c1noc2ncnc(Nc3cccc(OC)c3)c12,9%,3%
O=C(/C=C/c1cccs1)OC(C(=O)c1c[nH]c2ccccc12)c1ccccc1 (stereo not drawn),-8%,-4%
COc1ccc(CNC(=O)c2ccc(CS(=O)Cc3ccccc3Cl)o2)cc1 (stereo not drawn),8%,-8%
Cc1ccc(/C=C/C(=O)c2ccc(C#N)cc2)s1,-6%,-10%
CCOc1ccccc1Oc1coc2cc(OC(=O)c3ccccc3F)ccc2c1=O,11%,3%

Compound profiles, as listed above. Order of values: UDG counter	AID inh
Entry for CCOc1ccccc1Oc1coc2cc(OC(=O)c3ccccc3F)ccc2c1=O → 11%	3%
Entry for COc1ccc(CNC(=O)c2ccc(CS(=O)Cc3ccccc3Cl)o2)cc1 (stereo not drawn) → 8%	-8%
Entry for CSc1ccc(C2c3c(oc4cc(C)cc(C)c4c3=O)C(=O)N2Cc2ccco2)cc1 (stereo not drawn) → 2%	2%
Entry for CCOC(=O)C1CCC(CN(Cc2ccc(OC)cc2)S(=O)(=O)c2ccc(F)c(C(=O)Nc3ccc(C)c(C)c3)c2)CC1 (stereo not drawn) → 22%	-16%
Entry for CCOc1cccc2c1N[C@@H](c1ccc(C(=O)O)cc1)[C@H]1CC=C[C@@H]21 → 53%[activator]	335%[activator]

(listing goes on)
mol,UDG counter,AID inh
Cc1ccc(NC(=O)C(=O)NCC(c2cccnc2)N2CCN(Cc3ccccc3)CC2)cc1 (stereo not drawn),8%,-5%
CCc1ccc(-n2nc(C)c3c(C)cc(=O)n(CC(=O)Nc4ccc(OC)c(OC)c4)c32)cc1,33%[activator],-6%
c1ccc(Nc2c3c(nc4ccccc24)CCC3)cc1,-3%,-1%
O=C(NCCS(=O)(=O)N1CCN(c2ccccc2)CC1)C1CC(=O)N(c2ccccc2)C1 (stereo not drawn),-2%,18%
Cc1cccc(NC(=O)CSc2ncc(-c3ccc(Br)cc3)[nH]2)c1,8%,-5%
COc1cc(OC)c(NS(=O)(=O)c2cc(-c3cnc(C)o3)ccc2OC)cc1Cl,8%,-8%
CC1OC(OC2C(O)CC(OC3C(O)CC(OC4CCC5(C)C(CC[C@@H]6[C@@H]5CCC5(C)C(C7=CC(=O)OC7)CCC65O)C4)OC3C)OC2C)CC(O)C1O (stereo partly drawn),-5%,7%
O=S(=O)(Nc1ccc(-c2cn3ccsc3n2)cc1)c1ccccc1,-11%,-15%
Cc1cccc(-n2c(SCC(=O)N3CCCC3=O)nc3ccccc3c2=O)n1,6%,2%
Cc1cc(C(=O)NCCCN2CCCCCC2=O)c2ccc(F)cc2n1,1%,2%
CCOC(=O)CSc1ccc2nnc(CCNS(=O)(=O)c3ccccc3)n2n1,-14%,9%
N#CC(C(=O)NCc1ccccc1)=C1CCCCC1,1%,4%
CCc1ccc(Nc2c3c(nc4ccccc24)CCC3)cc1,-4%,-20%
Cc1ccc(C)c(CSc2nnc(C(N)Cc3ccccc3)o2)c1 (stereo not drawn),-7%,-10%
Cc1ccc(CCNC(=O)C(CC(C)C)NS(=O)(=O)c2ccc3c(c2)oc(=O)n3C)cc1 (stereo not drawn),3%,3%
CCCN(C(=O)c1cn(C)c(=O)c2ccccc12)c1ccccc1C,-5%,3%
Cc1ccccc1Cn1c(CN2CCC(C(=O)NCc3cccnc3)CC2)cc2ccccc21,-30%[57.5 µM],?
CC(Oc1ccccc1)C(=O)Nc1nnc2n1CCS2 (stereo not drawn),-6%,26%
CC(C)C(NC(=O)c1ccncc1)C(=O)O (stereo not drawn),2%,7%
CCCOc1ccccc1C(=O)N1CCCCC1CCN1CCCCC1 (stereo not drawn),-12%,16%
CCC(C)NC(=O)Cc1ccc(S(=O)(=O)N2CCCCC2)cc1 (stereo not drawn),-3%,-2%
CC(NC(=O)c1ccc(Cn2c(=O)c3cccn3c3cccnc32)cc1)c1ccccc1 (stereo not drawn),2%,-8%
COc1cccc(-c2nc(S(=O)(=O)c3ccc(Cl)cc3)c(NCc3ccccc3)o2)c1,-7%,2%
Cc1nn2c(=O)cc(COC(=O)c3ccco3)nc2s1,12%,-5%
CCOC(=O)c1c(S(=O)(=O)NCC(=O)NCc2cccc(C)c2)c(C)n(C)c1C,0%,-9%
O=C(/C=C/c1ccc(Cl)cc1Cl)c1ccccc1OC(F)F,-8%,-19%
Cn1cnc2c1c(=O)n(CCCSCc1cccc(Br)c1)c(=O)n2C,-1%,-10%
CSc1cccc(NC(=O)C2CCCN(S(=O)(=O)c3ccc4c(c3)CCCN4C(C)=O)C2)c1 (stereo not drawn),-17%,-14%
COC(=O)c1ccc2c(=O)n(CCCCCC(=O)NC(C)C)c(=O)[nH]c2c1,-28%,?
Cc1cc2nc(SCC(=O)Nc3cc(Cl)ccc3C)[nH]c(=O)c2[nH]1,2%,2%
Cc1ccc(NC(=O)c2sc3ncnc(N(C)C4CCCCC4)c3c2C)cc1,-15%,?
COc1ccc(-n2cc(-c3ccccc3)c3c(SC(C)C(C)=O)ncnc32)cc1 (stereo not drawn),-24%,?
Cc1ccc(Cl)cc1N1CCN(C(=O)c2cc(S(=O)(=O)N3CCCCC3)cn2C)CC1,-19%,?
Clc1ccc(CN2CCc3nc(Nc4ccc5c(c4)OCCO5)ncc3C2)cc1,?,?
Cc1ccc2c(Cl)cc(Cl)c(OCC(=O)NC(=O)NC(C)(C)C)c2n1,-4%,0%
Cc1noc(C)c1S(=O)(=O)NCCc1csc2nc(-c3ccc(Cl)cc3)nn12,4%[57.5 µM],-9%
Cc1ccc(CNCc2ccc(C)s2)cc1,-6%,-2%
CCC(CC)NC(=O)COc1ncnc2ccccc12,-2%,1%
CC(C)(C)C(N)CN (stereo not drawn),-10%,-11%
CC(=O)c1cccc(NC(=O)c2sc(-n3nc(C)c(CCC(C)C)c3C)nc2C)c1,-6%,1%
Cc1cc(O)c(CN2CCN(c3ccc(F)cc3)CC2)c2oc(=O)cc(C)c12,-1%,110%[activator]
O=C(NCCCN1CCN(c2cccc(Cl)c2)CC1)Nc1ccccc1C(F)(F)F,-5%,7%
CC(=O)CC(C)=Nc1ccc(Br)cc1,6%,-3%
Cc1ccc(NC2c3ccccc3-c3ccccc32)cc1,0%,16%
CCC(C)n1c(=N)c(C(=O)NC2CCCCC2)cc2c(=O)n3cc(C)ccc3nc21 (stereo not drawn),-5%,-4%
N#CC1=C2SCN(C3CCCCC3)CN2C(=O)CC1c1c(F)cccc1Cl (stereo not drawn),-14%,?
CCOc1ccccc1NC(=O)C1CCN(S(=O)(=O)c2ccccc2)CC1,-14%,-26%
COc1cccc(Nc2nc(-c3ccc4c(c3)CC(C)N4S(C)(=O)=O)cs2)c1 (stereo not drawn),-1%,-10%
c1nc(C23CC4CC(CC(C4)C2)C3)cs1,2%,1%

Laid out differently: three of the compounds above
compound: CCOc1ccccc1NC(=O)C1CCN(S(=O)(=O)c2ccccc2)CC1
  UDG counter = -14%; AID inh = -26%
compound: COc1cccc(Nc2nc(-c3ccc4c(c3)CC(C)N4S(C)(=O)=O)cs2)c1 (stereo not drawn)
  UDG counter = -1%; AID inh = -10%
compound: c1nc(C23CC4CC(CC(C4)C2)C3)cs1
  UDG counter = 2%; AID inh = 1%
